IEC-6 tox: cytotoxicity in IEC-6 intestinal epithelial cells, primary screen, cytotoxicity control for KLF5 inhibitor project, cell-based, luminescence; IEC-6 cytotoxicity, luminescence viability; inhibition, % at 5 µM; 290,000 tested, 0.78% active; AID 1825, 2009; in the data active means inhibition above about 22%;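 further: 0% = plate median of test compound wells and 100% = cytotoxic reference compound wells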
GSK3B inh: human GSK3beta kinase inhibitors, primary screen, biochemical, cell-free homogeneous, HTS. Glycogen synthase kinase-3 beta (Homo sapiens), P49841. GST-GSK3beta kinase, ADP-Glo luminescence, 60 min; stronger effect = lower value. activity score (negative = inhibition), % at 10 µM. 300,000 tested, 0.038% active;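 active means more than half of replicate wells score below -50%, meaning over 50% inhibition versus plate controls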;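 further: 0% = median DMSO wells and -100% = median GW8510 positive control wells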
Target sequence (P49841 whole entry, looked up): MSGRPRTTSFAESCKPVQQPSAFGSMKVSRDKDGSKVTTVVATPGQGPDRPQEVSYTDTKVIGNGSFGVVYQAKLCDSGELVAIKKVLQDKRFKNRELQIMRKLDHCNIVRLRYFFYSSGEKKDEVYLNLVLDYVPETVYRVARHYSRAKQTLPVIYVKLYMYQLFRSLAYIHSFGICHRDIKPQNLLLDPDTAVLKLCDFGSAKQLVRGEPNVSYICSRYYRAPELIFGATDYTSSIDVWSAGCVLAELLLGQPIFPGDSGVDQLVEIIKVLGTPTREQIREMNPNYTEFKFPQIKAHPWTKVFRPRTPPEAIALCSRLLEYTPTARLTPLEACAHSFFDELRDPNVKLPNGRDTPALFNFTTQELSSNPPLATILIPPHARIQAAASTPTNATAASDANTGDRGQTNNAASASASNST
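test system = GST-tagged human GSK3beta kinase, cell-free | reagent = 25 µM ATP with peptide substrate | dosing = one dose of 10 µM per compound | schedule = 60 min reaction, RT | detection = luminescent ADP-Glo measurement of ADP formed | control set = DMSO neutral wells and GW8510 at 20 µM as positive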
KLF5 inh: KLF5 expression inhibitors, primary screen, DLD-1 cells, luminescence. DLD-1 KLF5 promoter-luciferase reporter. inhibition, % at 5 µM. 290,000 tested, 0.23% active. AID 1700, 2009;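 active means inhibition above a per-plate limit of that plate's mean compound inhibition plus 3 SD, cut at about 60% in these data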;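 further: 0% = DMSO wells and 100% = LY294002 at 200 µM; higher means less KLF5 promoter-driven luciferase light; inactives centre near -14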
PolyA inh: polyadenylation inhibitors in yeast reporter cells, primary screen, luminescence, S. cerevisiae; calls only at 12 µM; 300,000 tested, 0.02% active; S. cerevisiae SKY197-pL101 polyadenylation reporter, beta-gal luminescence; efflux-impaired pdr1/pdr3 knockout yeast; score 100 = 6 SD above DMSO;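 active means lowest replicate activity score at least 50, where 100 means six control SD above control mean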;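 further: yeast exposed to compound for 9 h at 30 °C; higher score means more reporter readthrough which indicates perturbed polyadenylation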
GSK3A inh: blockers of GSK3A enzyme activity – biochemical, luminescence, cell-free homogeneous, HTS, primary screen. GSK-3 alpha kinase, ADP-Glo luminescence, 60 min. inhibition, % at 10 µM. 320,000 tested, 0.1% active. Glycogen synthase kinase-3 alpha (Homo sapiens), P49840;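 in the data active means inhibition above about 50%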;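 further: GST-tagged GSK-3 alpha with peptide substrate and 25 µM ATP; 0% = DMSO neutral wells and 100% = GW8510 positive control wells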
Target sequence (P49840 whole entry, looked up): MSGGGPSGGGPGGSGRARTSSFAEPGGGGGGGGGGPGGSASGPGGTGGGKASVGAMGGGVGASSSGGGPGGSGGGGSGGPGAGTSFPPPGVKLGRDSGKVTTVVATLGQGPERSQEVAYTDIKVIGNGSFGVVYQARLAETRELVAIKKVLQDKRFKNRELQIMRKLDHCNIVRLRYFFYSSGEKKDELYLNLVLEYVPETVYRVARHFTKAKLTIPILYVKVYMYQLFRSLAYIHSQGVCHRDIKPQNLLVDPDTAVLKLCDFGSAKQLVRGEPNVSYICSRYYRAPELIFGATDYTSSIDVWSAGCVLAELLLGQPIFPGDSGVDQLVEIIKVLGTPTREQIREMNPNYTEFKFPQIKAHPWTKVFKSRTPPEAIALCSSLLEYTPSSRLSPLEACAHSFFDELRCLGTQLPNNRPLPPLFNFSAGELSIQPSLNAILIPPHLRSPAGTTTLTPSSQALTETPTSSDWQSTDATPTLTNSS
HSF1 inhib: HSF1 inhibitors in luciferase reporter cells, primary screen, cell-based, NIH3T3, luminescence; NIH3T3-HGL HSE-luciferase, MG132-induced, luminescence 8 h; stronger effect = lower value; activity change, negative = inhibition, % at 7.5 µM (by protocol); 300,000 tested, 0.77% active;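 active means more than half of replicate wells show activity change below -50%, luminescence cut by over half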;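 further: luciferase reports HSF-1 transcriptional activity via heat shock element; 0% = median of DMSO wells and -100% = zero luminescence signal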
HSP90 refold inh: HSP90 inhibitors, primary screen, cell lysate, luminescence; Heat shock protein HSP 90 (rabbit reticulocyte lysate; luciferase refolding); 290,000 tested, 0.91% active; inhibition, % at 5.6 µM; Rabbit reticulocyte lysate, luciferase refolding luminescence, 3 h;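 active means inhibition above the screen-wide mean plus 3 SD, computed separately per campaign, cut at about 16% in these data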;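 further: 0% = DMSO wells and 100% = 60 µM geldanamycin wells; inhibitors lower the luminescence because luciferase stays unfolded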
AI-2 QS modul: Vibrio harveyi AI-2 quorum sensing modulators, primary screen, JMH597 strain, luminescence/OD600 ratio | 300,000 tested, 0.4% active | Vibrio harveyi JMH597 AI-2 luminescence/OD600 ratio, 9 h; stronger effect = lower value; strain lacks LuxN and CqsS sensors; 0 = neutral-control median | activity change, % at 7.5 µM; in the data active means activity change below about -75%, passing the limit was not always enough;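 further: luminescence divided by OD600 gain over 9 h not by final OD600 alone; inactives centre near 13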
HSF-1 act: HSF-1 activators, primary screen, NIH3T3-HGL cells, MG132 stress, luminescence, single point; NIH3T3-HGL HSF-1 luciferase reporter, 8 h; 100% = twice DMSO control signal; activation, % at 9 µM; 300,000 tested, 1.7% active; AID 504408, 2011;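 active means mean replicate activation of at least 50% with a set share of replicates each reaching 50%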;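 further: 0% = median of the neutral control wells and 100% = twice that signal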
aSyn 5UTR inh: MLPCN primary screen, SNCA 5' untranslated region | alpha-synuclein 5'UTR reporter, inhibitor activity | inhibition, % (tested at 7.5 µM) | 300,000 tested, 0.82% active | AID 1813, 2009; in the data active means inhibition above about 60%;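 further: H4 neuroglioblastoma cells stably carrying SNCA 5'UTR luciferase fusion; 0% = DMSO wells and 100% = positive control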
* marks the source's active call; other numbers are inactive results; i = inactive; / = not tested or not shown. A portion of the library (hit frequency here may not be typical).

The line under a structure holds: IEC-6 tox	GSK3B inh	KLF5 inh	PolyA inh	GSK3A inh	HSF1 inhib	HSP90 refold inh	AI-2 QS modul	HSF-1 act	aSyn 5UTR inh
> O=C1CN(C(=O)c2ccc(F)c(S(=O)(=O)N3CCOCC3)c2)c2ccccc2N1
  2	-6	-23	i	0	5	-2	-5	-2	-26
> COc1ccc(-c2nnc3ccc(SCC(=O)NCc4ccco4)nn23)cc1
  -8	-1	-9	i	1	0	-1	17	-3	2
> O=c1[nH]c2ccc(N/C(=N/S(=O)(=O)c3ccccc3)c3ccccc3)cc2[nH]1
  -4	1	-25	i	-3	-4	3	24	-1	1
> NC(=O)[C@@H]1CCNc2c(I)cc([N+](=O)[O-])cc2C(=O)N[C@@H](CCC(=O)O)C(=O)N[C@@H](CO)C(=O)N1
  10	/	1	/	0	/	2	/	/	/
> COc1cccc(-c2noc(-c3ccc(Cl)nc3)n2)c1
  4	2	-4	i	-3	30	-1	9	45	-182
> COc1ccc(C(=O)CSc2cc(C)nc3nc(C)nn23)cc1OC
  0	1	-11	i	-1	10	1	21	15	12
> COc1ccc(/C(N)=N/OC(=O)c2ccc3c(c2)OCO3)cc1OC
  6	2	-7	i	-2	-1	-2	12	5	-87
> Cc1cc(OCc2cc(C(=O)N3CCCCCC3)no2)cc(C)c1Cl
  4	-7	-109	i	-2	2	4	-20	13	-132
> CCOc1ccc(NC(=O)C(NC(=O)C2CCC(C)CC2)C(C)C)cc1 (centres undefined)
  1	4	-20	i	-1	-7	1	2	3	9
> O=C(C1=C[C@@H](c2coc3ccccc3c2=O)C[C@@H](OCCCCO)O1)N1CCN(Cc2ccc3c(c2)OCO3)CC1
  1	7	-3	i	-5	-27	17*	12	-43	27
> Cc1cc(C(=O)OCC(=O)Nc2cccc(S(=O)(=O)N(C)C)c2)c2ccccc2n1
  1	-1	-4	i	0	-5	-1	7	3	6
> COC(=O)Nc1nc(-c2ccccc2)c(C(=O)c2ccccc2)s1
  84*	-3	53	i	4	-34	1	-4	-39	100*
> S=c1[nH]nc(COc2ccccc2)n1/N=C/c1c(Cl)cccc1Cl
  -3	-1	-10	i	-1	7	2	6	-2	19
> COCCCNC(=S)NNC(=O)c1cc(Cl)c(O)c(Cl)c1
  1	1	-11	i	1	1	0	15	-5	4
> C[n+]1cccc(/C=N/Nc2nc(Cl)c(C#N)c(Cl)c2Cl)c1
  -7	-6	-3	i	33	12	0	-8	14	-10
> Cc1ccc(C)c(NC(=O)C2CCN(S(=O)(=O)c3ccc4c(c3)NC(=O)CO4)CC2)c1
  0	-3	-19	i	0	-3	2	-13	-4	2
> O=C1NCCCc2c1oc1cc(Br)c(O)c(Br)c21
  -2	0	0	i	36	-6	2	99	-2	22
> CCOC(=O)Nc1sc(C(=O)N(C)C)c(C)c1C(=O)OCC
  1	2	23	i	-3	0	4	19	7	33
> Oc1ccc(/C=N/NC(=S)N2CCOCC2)cc1
  -4	-1	-7	i	3	5	-4	5	13	-21
> CCOC(=O)/C(=N\Nc1ncnc2ccccc12)c1ccc(OC)cc1
  16	-2	-76	i	0	7	18*	-15	8	-12
> CCOC(=O)c1sc(NC(=O)CN(CC)CC)c(C(=O)OCC)c1C
  -3	-1	-20	i	-3	0	-3	19	3	36
> Nc1cccnc1S(=O)(=O)c1cccc(C(F)(F)F)c1
  /	0	/	i	0	-5	/	13	2	-1
> CC(=O)Nc1sc2c(c1C(c1ccccn1)N1CCCC1)CCCC2 (centres undefined)
  4	2	-14	i	0	-2	-1	-1	-17	-16
> CN1CCN(C(=O)c2cc3sccc3n2CC(=O)c2ccccc2)CC1
  3	-1	-6	i	-1	-9	0	10	2	-11
> Cc1cc(Nc2ccccc2)c2c([N+](=O)[O-])ccc(C)c2n1
  -8	2	-13	i	0	3	-3	12	2	27
> O=C(Cc1csc(NC(=O)Nc2cccc(Cl)c2)n1)NCc1cccnc1
  /	0	/	i	-1	6	/	20	8	-12
> Cc1cccc(N(CC(=O)NC2CCCC2)C(=O)CCC(=O)Nc2nc(C)cs2)c1
  -2	1	-20	i	-1	-2	2	14	0	4
> CCOc1ccccc1-c1ccc(C(=O)NCc2ccccc2)o1
  -2	0	-75	i	-2	2	-5	27	9	-6
> Cc1cccc(C)c1NC(=O)C(C)Sc1n[nH]c(-c2ccncc2)n1 (centres undefined)
  -6	2	-8	i	4	-5	-2	21	-15	20
> Cc1cnc(NC(=O)C2(c3ccccc3)CC2)s1
  2	-4	-3	i	3	1	2	18	9	-35

Single values from the list:
`Oc1ccc(/C=N/NC(=S)N2CCOCC2)cc1` in KLF5 inh is entered as -7
`COCCCNC(=S)NNC(=O)c1cc(Cl)c(O)c(Cl)c1` in HSP90 refold inh is entered as 0

(next part)
The line under a structure holds: IEC-6 tox	GSK3B inh	KLF5 inh	PolyA inh	GSK3A inh	HSF1 inhib	HSP90 refold inh	AI-2 QS modul	HSF-1 act	aSyn 5UTR inh
> Cc1ccc(OCC(=O)N(Cc2cccs2)C2CCS(=O)(=O)C2)cc1 (centres undefined)
  -5	-6	-2	i	1	8	7	0	-8	2
> CCCn1c(SCC(=O)NCc2ccc(C)cc2)n[nH]c1=O
  -1	0	-19	i	-1	-3	2	23	12	-26
> O=C(COc1ccc2ccc(=O)oc2c1)OCc1ccccc1
  1	-1	-3	i	-6	4	2	27	14	-1
> COc1ccccc1N(CC(=O)Nc1ccc(C(F)(F)F)cc1)S(C)(=O)=O
  10	0	-20	i	-3	9	-2	-17	12	-4
> O=C(NCc1nnc(SCC(=O)N2CCOCC2)o1)c1c(F)cccc1Cl
  0	-3	-7	i	-3	-5	0	18	6	15
> Cc1cc(C)cc(OCC(=O)Nc2ccncc2)c1
  2	2	-20	i	0	1	-2	-23	7	16
> Cc1ccc(C(=O)COC(=O)CN2C(=O)C3C4C=CC(C4)C3C2=O)cc1C (centres undefined)
  4	2	-24	i	-2	-2	2	20	-1	4
> CCO[C@H]1OC(C(=O)O)=C[C@@H](C)[C@@H]1CCCO
  -1	0	6	i	2	-5	-1	21	-10	25
> COCCOCCn1cnc2ccccc21
  -1	4	2	i	1	-2	-1	9	-5	-4
> COC1CCCCC1Nc1ccc(C)c(C)c1 (centres undefined)
  -12	-19	-18	i	-1	-13	3	22	-27	24
> Cc1cccc(-n2c(O)c(C=Nc3ccccc3O)c3ccccc3c2=O)n1
  9	2	-20	i	/	8	8	28	15	-15
> CCOC(=O)C1(Cc2ccccc2)CCN(Cc2ccc3c(c2)OCCO3)CC1
  0	2	5	i	0	5	-2	4	-13	6
> O=C1c2ccccc2C(Nc2ccc3c(c2)OCCO3)N1c1ccccn1 (centres undefined)
  3	-1	-92	/	7	-70*	5	24	-74	-19
> CCOC(=O)Cc1c(C)nc2c(-c3ccccc3)c(C)[nH]n2c1=O
  -2	-6	-41	i	/	-7	-1	35	6	6
> Cc1cc(C(F)(F)F)n2nc(C(=O)O)c(Cl)c2n1
  2	-4	-2	i	-1	-2	6	6	3	-3
> CCN(CC)c1ccc(/C=C/C(=O)c2ccc(Br)cc2)cc1
  -2	2	-9	i	1	-9	1	15	7	9
> Cc1ccc(C(=O)OCC(=O)NC(=O)c2ccc(C(C)(C)C)cc2)c(O)c1
  /	2	/	i	-1	-5	/	16	-6	-3
> CCOC(=O)c1sc(C)c2c1NC(C)(c1ccccc1)NC2=O (centres undefined)
  -1	1	-19	i	-4	8	0	13	13	-1
> COCCCn1c(SCC(=O)N2CCCC(C)C2)nnc1-c1ccco1 (centres undefined)
  6	2	20	i	5	-11	6	-2	-18	17
> COc1ccc(NC(=O)CSc2nc3c([nH]c4ccccc43)c(=O)n2C)c(OC)c1
  0	4	-6	i	-1	5	-1	9	5	36
> Cc1oc(-c2cccc(Cl)c2)nc1CN1CCC(C(=O)NCC2CCCO2)CC1 (centres undefined)
  6	1	-15	i	-1	-8	4	10	-3	30
> Cc1ccc(N2C(=O)N(CC(=O)N(C)Cc3ccccc3)C(=O)C2C)cc1 (centres undefined)
  1	2	2	i	-3	7	0	14	10	-20
> COC(=O)CSc1nnc(CNc2nc(-c3ccccc3)cs2)n1C
  0	4	-34	i	-1	2	2	28	6	-10
> Cc1ccc(C)c(S(=O)(=O)C(C#N)c2nc3ccccc3nc2N2CCOCC2)c1 (centres undefined)
  0	-1	-5	i	-1	9	4	14	-3	40
> CCc1ccccc1NC(=O)CSc1nc2[nH]c(=O)cc(O)c2s1
  6	1	6	i	0	-6	7	5	-16	-2
> COc1ccccc1N=Cc1c(C)c(C#N)c2[nH]c3ccccc3n2c1=O
  3	1	7	i	/	-8	1	-13	9	-90
> CC(=O)c1ccc(-n2nnnc2SCC(=O)NNC(=O)c2ccco2)cc1
  7	0	-15	i	3	-6	3	24	1	36
> C=CCNC(=O)c1cnn(-c2ccccc2)c1-c1ccccc1
  -2	2	0	i	3	-1	4	1	3	1
> Cc1ccc(CNC(=O)c2cc3c(s2)CN(Cc2ccccc2)C3)cc1
  0	0	-11	i	-2	-3	1	5	8	-13
> COC(=O)CCCn1c(C)cc(C(=O)CCl)c1C
  0	1	-11	i	-1	4	3	436	-16	-17
> O=c1ccc(Cc2ccccn2)n[nH]1
  6	3	-6	i	-8	-9	0	2	-20	-8
> O=C(NCCCc1ccccc1)c1ccccc1O
  -6	8	-76	i	-2	18	-2	-40	15	-140
> CCCCC(=O)Nc1cccc(NC(=O)c2ccc3c(c2)OCO3)c1
  3	-1	-75	i	0	7	2	1	6	-7
> CCC(C)NCCOc1ccc(C)cc1[N+](=O)[O-] (centres undefined)
  3	-1	-8	i	/	-9	2	-4	1	-14
> COc1ccc(-c2coc3c(CN4CCOCC4)c(O)ccc3c2=O)cc1
  -3	1	-21	i	-2	7	-1	7	7	3
> CC1=C(C(=O)OC(C)C)C(c2cccs2)N2C(=O)CCSC2=N1 (centres undefined)
  -4	1	-11	i	-2	3	2	9	15	-20
> CC1CCN(C(=O)CSc2nnc(Cc3cccn3C)n2-c2ccc(F)cc2)CC1
  5	4	-46	i	-5	2	-3	23	2	-3

Screens deposited in PubChem by several laboratories.
